# CaV13 FRET inh – Disruptors of the CACNA1D IQ motif to Ca2+-dependent inactivation inhibitor domain association, primary screening, Förster resonance energy transfer in intact living …; 340,000 compounds, 0.098% hits; HEK cells, CFP/YFP FRET ICDI-IQ, plate reader, 10 min; percent FRET-ratio fall versus neutral wells; inhibition, % at 12.3 µM;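 active = mean replicate inhibition of at least 30% and at least 1% of replicates passing that level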;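 also: 0% = median of the neutral control wells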
# H9c2 protect – myocardial damage modulation in H9c2 cells. H9c2 cardiomyocytes, H2O2 injury protection, ATPLite, 2 h. protection from H2O2 cell death, % at 20 µM. 360,000 compounds, 0.63% hits;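 active = compounds giving at least 50% protection of heart cells from peroxide-induced death in the single-dose screen, raw or plate-pattern-corrected value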;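 also: 0% = DMSO wells with peroxide and 100% = DMSO wells without peroxide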
# PDI inh – PDI (human) enzyme inhibition; P07237; PDI insulin aggregation turbidity, A650, 90 min; inhibition, % at 10 µM; 350,000 compounds, 0.052% hits;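 active = mean inhibition across replicates of 30% or more, whatever share of single replicates reach that level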;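 also: absorbance from insulin aggregation driven by PDI reduction with DTT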
# MC4R barr agon – human MC4R agonism via beta-arrestin; P32245; U2OS MC4R beta-arrestin complementation, luminescence; percent of melanotan II response, DMSO zero; activation, % at 8.9 µM; 360,000 compounds, 0.98% hits; AID 540308;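 active = activation above a per-plate cutoff, the mean activation of sample wells on that plate plus 3 SD, cut at about 8% in these data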
# ABCB6 inh 2 – inhibitors of human ABC transporter ABCB6; K562-ABCB6 porphyrin accumulation, flow cytometry, 1 h; active compounds read low; 360,000 compounds, 0.19% hits; AID 602162; fluorescence ratio to DMSO, % at 10 µM; Q9NP58;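 active = fluorescence ratio to DMSO below 75%, the collection mean minus 3 SD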;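 also: signal is porphyrin accumulated inside mitochondria; 100% equals median channel fluorescence of DMSO control wells; lower ratio means ABCB6 inhibition with less porphyrin fluorescence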
# Target sequence (Q9NP58 whole entry, looked up): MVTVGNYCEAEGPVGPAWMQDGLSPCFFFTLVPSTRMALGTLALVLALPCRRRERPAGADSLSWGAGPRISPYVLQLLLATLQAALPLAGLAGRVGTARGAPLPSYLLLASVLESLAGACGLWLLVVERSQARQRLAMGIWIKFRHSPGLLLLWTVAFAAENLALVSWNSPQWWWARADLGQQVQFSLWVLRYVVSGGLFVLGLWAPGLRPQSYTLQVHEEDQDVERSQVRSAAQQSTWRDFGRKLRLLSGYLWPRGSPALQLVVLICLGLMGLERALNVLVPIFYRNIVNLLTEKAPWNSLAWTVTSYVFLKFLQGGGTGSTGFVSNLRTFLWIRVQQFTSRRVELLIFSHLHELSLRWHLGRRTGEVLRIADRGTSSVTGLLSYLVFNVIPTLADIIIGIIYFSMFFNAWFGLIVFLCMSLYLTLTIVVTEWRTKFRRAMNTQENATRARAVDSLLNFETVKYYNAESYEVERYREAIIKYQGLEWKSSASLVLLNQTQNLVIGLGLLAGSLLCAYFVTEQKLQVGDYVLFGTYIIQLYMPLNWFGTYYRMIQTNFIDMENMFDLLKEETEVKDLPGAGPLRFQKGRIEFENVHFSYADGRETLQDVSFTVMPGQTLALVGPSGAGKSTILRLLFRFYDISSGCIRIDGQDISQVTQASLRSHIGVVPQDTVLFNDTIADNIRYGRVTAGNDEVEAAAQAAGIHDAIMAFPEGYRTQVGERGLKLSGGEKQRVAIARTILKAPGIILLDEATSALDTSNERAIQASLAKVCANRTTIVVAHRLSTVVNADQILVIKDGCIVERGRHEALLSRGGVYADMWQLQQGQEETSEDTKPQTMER
# aDG glyco up – increases alpha dystroglycan glycosylation; Pro5-aDG cells, alpha-DG glycosylation AlphaScreen (IIH6); 0% Pro5, 100% B10-LARGE cell signal; activation, % at 10 µM; 360,000 compounds, 0.22% hits; AID 624168;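 active = activation of at least 8% versus controls, or a plate z-score of at least 8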;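 also: Pro5 are CHO cells carrying HIG-tagged alpha-DG that lacks glycosylation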
# MC4R antagonist – blocks human MC4R cAMP signaling; P32245; MC4R-expressing cells, MTII-stimulated cAMP, LANCE TR-FRET; inhibition, % at 6.5 µM; 360,000 compounds, 0.48% hits; AID 540295;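 active = inhibition above its plate's cutoff, the mean of tested wells on that plate plus 3 SD, cut at about 29% in these data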;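 also: 0% = Melanotan II alone and 100% = Melanotan II plus saturating MCL0020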
#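 Material: U2OS-MC4R stable cell line | Reagent: Melanotan II challenge after compound preincubation | Doses: One concentration, 6.5 µM nominal | Incubation: 30-min compound preincubation, 1-h Melanotan II challenge, 1-h detection, room temperature | Signal: TR-FRET cAMP assay | Replicates: One well per compound, no replicates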
# HTR2A ag – activates the mouse 5-HT2A serotonin receptor. activation, % at 7.6 µM. AID 624169. 360,000 compounds, 0.66% hits. CHO-K1 mHTR2A beta-arrestin complementation, luminescence; percent of 30 µM serotonin response. P35363;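 active = activation above a run cutoff, the mean activation of all tested compounds plus 3 SD, cut at about 14% in these data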;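 also: 0% = plate median of compound wells and 100% = 30 µM serotonin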
# N-glyco inh – N-linked glycosylation inhibition | D54 ERlucT glycosylation luciferase reporter, 24 h; percent of 100 nM tunicamycin response | reporter increase, % at 12.5 µM | 360,000 compounds, 0.23% hits | AID 588692;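 active = mean luciferase reporter signal, scaled so untreated is 0 and the glycosylation-blocking control 100, at or above a set limit in every replicate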;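 also: luciferase carries N-glycosylation sites so blocking glycosylation raises the light; 0% = median of neutral control wells and 100% = median of 100 nM tunicamycin wells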
# Vif imaging – inhibitors of HIV Vif | HEK293T cells, Vif self-association by quenched fluorescence, imaging, 24 h | inhibition, % at 7.49 µM | 340,000 compounds, 0.35% hits; in the data active = inhibition above about 50%, passing the limit was not always enough; also: some results filed as inactive read as strong as hits
# The depositor's hits bear a star; / = not tested or not shown.
SMILES,CaV13 FRET inh,H9c2 protect,PDI inh,MC4R barr agon,ABCB6 inh 2,aDG glyco up,MC4R antagonist,HTR2A ag,N-glyco inh,Vif imaging
COc1ccc(N2CCN(C(=O)CN3C(=O)C4CC=CCC4C3=O)CC2)cc1 (centres undefined),/,4.1,18.1,-1.3,88.0,0.3,1.6,2.4,2.5,15.7
CCN(C(=O)COC(=O)c1sccc1C)c1c(N)n(Cc2ccccc2)c(=O)[nH]c1=O,-5.5,-8.5,-1.9,3.4,96.0,1.2,5.7,-8.9,0.1,-3.6
COc1ccc(Cl)cc1C(=O)Nc1ccc(NC(=O)C(C)C)cc1,7.3,-5.5,1.6,-1.7,101.0,1.2,6.2,0.2,1.3,-8.8
Cc1cc(C(=O)N2CCN(S(C)(=O)=O)CC2)sc1-c1ccccc1,-5.1,-3.7,-7.5,-1.4,100.0,-0.1,-4.0,-3.9,0.3,4.7
CCc1nnc(SCc2cccc(F)c2)nc1CC,-5.7,5.3,-1.6,-0.1,98.0,0.0,0.0,-4.7,-3.1,-7.4
CC(C)(C)c1cc(CCC(=O)N2CCCC2)cc(C(C)(C)C)c1O,-2.6,4.0,1.6,1.2,107.0,-0.3,-3.8,-4.3,-2.0,-5.2
Cc1cc(C)cc(NS(=O)(=O)c2cccs2)c1,-7.3,-3.1,-0.2,-2.3,99.0,0.0,4.1,-1.5,0.7,-10.7
Nc1c(C(=O)NCc2ccco2)sc2nc(N3CCOCC3)c3c(c12)CCCC3,-5.7,25.2,9.0,-0.1,94.0,-0.4,-1.9,-0.2,7.9,0.3
CC1(C)CNC(=O)c2sc(N3CCOCC3)nc2C1,-7.5,5.8,4.3,-0.3,97.0,-0.1,4.1,1.4,7.2,-0.6
CN(C)S(=O)(=O)c1ccc(NC(=O)C2CCCN(C(=O)c3ccc(Cl)cc3)C2)cc1 (centres undefined),-4.4,-0.4,-0.1,0.3,98.0,-0.3,-0.6,3.8,-1.9,-0.3
O=[N+]([O-])c1cccc(/C=C/c2ccncc2)c1,-4.9,-0.1,-1.0,-1.1,102.0,0.0,7.9,0.6,0.7,1.0
O=C(O)c1ccc(N=c2oc3cc(O)ccc3cc2C(=O)NCc2ccccc2)cc1,0.8,5.1,-5.1,-0.3,101.0,-0.2,-10.7,2.4,-1.4,-5.5
COc1cccc(-c2ccc(CN3C(C)C(=O)N(Cc4cn(Cc5ccco5)nn4)CCS3(=O)=O)cc2)c1OC (centres undefined),-10.9,0.6,/,/,99.0,0.1,/,0.4,-3.5,-6.6
COc1cc(C(=O)N/C(=C\c2cn(C)c3ccccc23)C(=O)N2CCOCC2)cc(OC)c1OC,-2.8,11.2,-8.9,1.0,98.0,-0.1,6.7,11.3,2.1,-8.1
CNc1nc(N)c([N+](=O)[O-])c(Nc2ccccc2OC)n1,-20.4,8.5,4.9,0.6,94.0,1.4,3.6,-1.3,1.6,7.9
COc1ccc(C2=NS(=O)(=O)N(C)C(C(=O)Nc3ccc(OC)c(OC)c3)=C2)cc1,-2.7,-15.0,/,-1.1,102.0,1.5,10.3,0.9,4.8,27.3
CN(C)C1=NCCN1CCc1cccc(F)c1,-9.3,12.9,6.0,-2.0,100.0,0.1,9.8,-2.0,3.6,-0.8
Cc1ccc(NC(=O)CNCc2cccs2)c(Br)c1,-3.3,-6.1,2.7,3.6,104.0,0.0,-8.4,1.2,-1.6,1.0
COc1ccccc1NC(=O)CN(Cc1ccco1)C(=O)c1cncc(Br)c1,-5.9,2.0,1.1,0.5,104.0,0.0,6.4,5.0,1.1,-11.5
O=C(CCn1c(=O)oc2ccccc21)NCc1ccc2c(c1)OCO2,-6.3,8.7,/,1.0,95.0,-0.1,9.3,0.1,1.7,1.1
COc1cc(OC)c(C(=O)N2CCCC2)cc1OC,-2.0,5.5,-6.4,-3.0,100.0,-0.1,2.7,-0.3,0.8,-6.5
NC(=O)c1ccc(NC(=O)CSC2=Nc3ccccc3C3CC=NN23)cc1 (centres undefined),/,31.3,9.6,2.5,93.0,-0.2,-3.9,2.2,1.5,26.6
CC1O[C@H](OC2C(COC3OC(CO)C(O)[C@H](O)C3O)OC(OC3CC[C@]4(C)C(CC[C@@]5(C)[C@@H]4C=C[C@]46OC[C@@]7(CCC(C)(C)C[C@H]74)C(O)C[C@@]56C)C3(C)C)C(O)C2O)C(O)C(O)C1O (some centres undefined),-5.7,-7.6,-1.9,-1.7,97.0,-0.1,3.4,5.3,-0.2,1.8
Cc1ccc(-n2c3c(cc(C(=O)NCc4ccco4)c2=O)C(=O)CCC3)cc1,-4.8,-0.8,11.7,0.7,93.0,0.4,16.2,0.0,-2.3,-0.7
CC(=O)c1ccc(C(=O)N2CCCC(CCC(=O)N(C)CCc3ccccn3)C2)s1 (centres undefined),-4.5,3.0,1.3,-2.1,161.0,0.2,11.9,-1.6,0.7,13.2
C=CCn1c(SCC(N)=O)nnc1-c1cnccn1,1.8,0.9,6.8,0.6,101.0,0.0,3.9,0.0,1.3,-0.6
CCCCCCC(=O)N1CCCC(c2nc(-c3cccc(OC)c3)no2)C1 (centres undefined),-1.8,-6.9,-2.9,-0.1,92.0,0.5,-3.4,-1.3,1.2,-1.3
N=C1C(c2nc(-c3ccc(Cl)cc3)cs2)=C(O)CN1NC(=O)c1ccc(O)cc1,-3.0,8.1,15.7,2.5,100.0,0.0,5.1,-3.2,-0.1,-11.4
Cc1c(NC(=S)NC(=O)c2ccc(Br)o2)c(=O)n(-c2ccccc2)n1C,-5.0,4.7,18.7,0.2,99.0,0.2,-3.7,0.1,0.6,-3.0
Cc1ccc(/C=C2\SC(=S)N(CCCC(=O)Nc3cccnc3)C2=O)cc1,/,-16.0,-5.1,2.0,95.0,0.9,3.2,5.1,-1.2,2.3
Cc1nc2ccccc2c(=O)n1NC(=O)c1ccc([N+](=O)[O-])cc1,-2.8,0.2,1.1,1.3,92.0,1.0,0.5,4.7,-0.5,-5.3
COCCN(Cc1nc(C(c2ccccc2)c2ccccc2)no1)C(C)C,-20.9,-2.0,-1.4,2.7,97.0,-0.2,16.1,-5.4,-0.1,-4.7
COC(=O)C(CCSC)NC(=O)c1cc2c(n(-c3ccccc3)c1=O)CCCC2=O (centres undefined),-2.3,-5.5,1.3,-2.9,98.0,0.0,0.2,0.3,2.3,8.9
Cc1cc2c3c([nH]c2cc1S(=O)(=O)NCCCOC(C)C)CC(C)(C)CC3=O,-17.6,-2.7,-2.5,-1.4,97.0,0.2,5.0,0.3,-1.9,3.3
O=S1(=O)CCO[C@H]2Cc3ccccc3[C@H]2N1Cc1ccc(F)cc1,-10.3,4.3,0.5,-0.2,98.0,-0.3,-2.0,-5.8,3.1,-16.9
COc1ccc(Nc2nnc(C)c(=O)[nH]2)cc1,-3.6,0.3,-0.6,-1.8,82.0,0.0,1.3,7.6,0.7,7.8
Cc1ccc2nc(-c3ccc(N4C(=NC(=O)CCC(=O)O)SC5CS(=O)(=O)CC54)cc3)sc2c1 (centres undefined),/,-0.6,12.9,-1.6,99.0,0.4,11.2,-5.4,-3.0,-0.8
COC(=O)CN1C(=O)C2(C(C#N)=C(N)Oc3c2c(C)nn3-c2ccccc2)c2ccccc21 (centres undefined),-7.0,-6.1,-3.3,0.2,98.0,0.6,3.6,0.4,-0.1,4.4
CCCc1cc(=O)[nH]c(SCC(=O)Nc2cc(S(=O)(=O)N3CCCCC3)ccc2Cl)n1,-16.7,-3.0,6.4,-1.6,100.0,0.2,2.9,-5.6,2.3,-6.8
Cc1nn2c(-c3ccncc3)nnc2c2ccccc12,/,8.5,14.2,-0.5,97.0,0.2,-31.6,0.1,1.5,16.6
CCCNC(=O)C1(C)CCCN(Cc2ccc(Cl)cc2)C1 (centres undefined),-6.2,1.5,0.6,-1.5,105.0,0.4,-1.1,1.5,-2.4,1.2
Cc1ccc(SCC(=O)NC(C)c2ccccc2)cc1 (centres undefined),-20.4,7.3,5.7,-0.7,98.0,0.0,5.1,3.3,0.7,1.5
O=C(CCSCc1cccc(Cl)c1)NCCC1=CCCCC1,-18.5,0.2,0.0,5.1,100.0,0.3,4.2,-6.2,1.4,-0.3
CCCOc1ccc(CNCCCOCC)cc1OC,-5.2,9.9,-0.4,-1.4,88.0,0.1,2.2,1.8,1.9,-2.6
O=C(c1cnn2c(C(F)(F)F)cc(-c3cccs3)nc12)N1CCN(C(c2ccccc2)c2ccccc2)CC1,/,41.0,-5.3,-0.9,/,-0.4,-9.4,-4.8,-4.9,18.5
COC(=O)[C@@]1(Cc2ccc(OC)cc2)[C@H]2c3cc(C(=O)N4CCCC4)n(Cc4ccccn4)c3C[C@H]2CN1C(=O)c1ccccc1,-7.1,/,/,/,98.0,-0.2,/,2.1,/,/
Cc1ccc(C)c(N(CC(=O)N(C)C)S(C)(=O)=O)c1,-0.5,10.5,-5.6,-0.5,91.0,0.3,9.7,1.5,3.3,28.6
O=C(N1CCCC1)n1c(Cc2ccccc2)nc2ccccc21,-4.4,17.1,5.8,-0.7,100.0,-0.3,6.2,-0.3,-0.9,-3.4
COc1cccc(-c2nc(CS(=O)(=O)CC(=O)NCCCN3CC(C)CC(C)C3)c(C)o2)c1 (centres undefined),-6.5,-1.8,-2.2,1.6,97.0,0.2,-3.2,1.2,-1.0,-8.1
CC(C)Cc1nnc(NC(=O)CCC(=O)Nc2ccccc2F)s1,-4.8,8.7,-6.8,0.6,100.0,-0.2,11.9,5.6,4.2,2.1
CS(=O)(=O)N1CCN(c2ccccc2NC(=O)c2ccc3c(c2)OCCO3)CC1,-6.3,8.9,-4.2,-1.9,100.0,0.0,8.2,1.0,0.6,12.4
COc1ccc(NC(=O)CN(C)C(=O)c2c(C)nn(-c3ccccc3)c2Cl)cc1,-6.1,-4.2,-5.7,-2.6,97.0,0.0,9.4,4.5,-0.2,3.4
CCN(CC(=O)NCc1ccc(Cl)cc1)C(=O)Cc1ccc(OC)cc1,-2.3,-2.9,0.8,-1.0,98.0,0.1,11.5,-3.8,1.8,2.8

# Compound profiles, as listed above. Order of screens: CaV13 FRET inh | H9c2 protect | PDI inh | MC4R barr agon | ABCB6 inh 2 | aDG glyco up | MC4R antagonist | HTR2A ag | N-glyco inh | Vif imaging
# Listed for Cc1ccc(/C=C2\SC(=S)N(CCCC(=O)Nc3cccnc3)C2=O)cc1 : / | -16.0 | -5.1 | 2.0 | 95.0 | 0.9 | 3.2 | 5.1 | -1.2 | 2.3
# Listed for CNc1nc(N)c([N+](=O)[O-])c(Nc2ccccc2OC)n1 : -20.4 | 8.5 | 4.9 | 0.6 | 94.0 | 1.4 | 3.6 | -1.3 | 1.6 | 7.9
# Listed for Cc1cc2c3c([nH]c2cc1S(=O)(=O)NCCCOC(C)C)CC(C)(C)CC3=O : -17.6 | -2.7 | -2.5 | -1.4 | 97.0 | 0.2 | 5.0 | 0.3 | -1.9 | 3.3
# Listed for CC1(C)CNC(=O)c2sc(N3CCOCC3)nc2C1 : -7.5 | 5.8 | 4.3 | -0.3 | 97.0 | -0.1 | 4.1 | 1.4 | 7.2 | -0.6

# Screens (PubChem BioAssay)
